# Bioassay records deposited in PubChem BioAssay by National Center for Advancing Translational Sciences (NCATS).
# TDP1 cell CPT – DT40-hTDP1 cell growth loss with CPT | chicken DT40 Tdp1-/-;hTDP1 cells + 20 nM CPT, ATP luminescence, 48 h | Potency, µM (top dose mostly 46.2 µM), without a hit: at the top dose activity change, negative = growth inhibition, usual class: inhibitors | hit rate 12% among 420,000 | AID 686979; note: nearly all actives have a fitted effect of over 55% in size
#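 Cell growth measured by CellTiter-Glo luminescence after a minimum 48 h, 37 C compound exposure with 20 nM CPT in Tdp1-knockout DT40 cells stably expressing hTDP1, seeded 400/well; qHTS titration format.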
# TDP1 cell noCPT – qHTS for Inhibitors of human tyrosyl-DNA phosphodiesterase 1 (TDP1): qHTS in cells in absence of CPT; DT40 Tdp1-/- hTDP1 cells, no CPT, ATP luminescence, 48 h; Potency, µM (titrated, usually from 46.2 µM), for the others: at the top dose activity change, negative = growth inhibition, most hits filed as inhibitors; hit rate 15% among 420,000; AID 686978, 2013; note: nearly all actives have a fitted effect of over 55% in size
#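 Camptothecin absent (DMSO only). Human TDP1-complemented DT40 knockout cells, 400 cells/well, 37 °C for minimum 48 hr; ATP measured via CellTiter-Glo, 30 min dark incubation, luminescence.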
# TDP1 inh – blocks human tyrosyl-DNA phosphodiesterase 1 | Potency, µM (highest dose often 130 µM), for the others: at the highest dose activity change, negative = inhibition, usual class: inhibitors | recombinant TDP1, AlphaScreen DNA substrate cleavage | AID 485290 | Q9NUW8 | hit rate 0.28% among 350,000; note: nearly all actives have a fitted effect of over 40% in size
# Target sequence (Q9NUW8 whole entry, looked up): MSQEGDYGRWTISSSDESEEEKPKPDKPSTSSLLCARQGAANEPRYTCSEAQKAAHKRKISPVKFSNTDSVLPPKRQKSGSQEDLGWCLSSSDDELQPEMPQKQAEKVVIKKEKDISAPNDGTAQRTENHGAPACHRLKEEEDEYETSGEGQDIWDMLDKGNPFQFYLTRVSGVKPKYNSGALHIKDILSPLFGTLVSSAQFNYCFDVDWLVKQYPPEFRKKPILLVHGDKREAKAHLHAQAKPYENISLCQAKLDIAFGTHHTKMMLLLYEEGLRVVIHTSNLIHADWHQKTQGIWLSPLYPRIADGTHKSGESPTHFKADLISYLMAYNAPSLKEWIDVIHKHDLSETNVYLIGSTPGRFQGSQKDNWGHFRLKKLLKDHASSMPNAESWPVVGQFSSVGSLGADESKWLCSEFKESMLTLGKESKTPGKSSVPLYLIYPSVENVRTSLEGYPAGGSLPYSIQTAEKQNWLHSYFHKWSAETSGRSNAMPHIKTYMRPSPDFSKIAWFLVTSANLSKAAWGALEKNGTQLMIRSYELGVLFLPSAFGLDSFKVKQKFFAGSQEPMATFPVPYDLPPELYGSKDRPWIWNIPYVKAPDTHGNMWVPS
#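 Enzyme-compound mixtures sat 15 min at room temperature, followed by a 5 min reaction with 15 nM final substrate and 10 min with AlphaScreen beads. Recombinant human Tdp1 was used at 1 nM final.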
# An asterisk follows results filed as active; ? = inconclusive; nt = no result given; & = joins results of further samples; [ ] = remark or other dose. Calls come from the whole dose curve; as a rule, active = well fitted curve in the direction sought with a large enough effect; inconclusive = small, poorly fitted or top-dose-only effect, or another doubt; inactive = no such curve, though single readings can be large; an effect the other way counts as inactive or inconclusive. % is set by controls: 0 for no effect and ±100 for the full control effect; potency is the fitted concentration of half-maximal effect.
# Each structure is followed by: TDP1 cell CPT | TDP1 cell noCPT | TDP1 inh
O=C(NCc1cccc(F)c1)c1ccc(CN2CC(=O)N3CCCCC3C2=O)cc1 (configuration not stated)
→ -9% | -6% | 6%
Cc1ccc(C2CC(c3cccs3)=NN2S(=O)(=O)c2ccc(C)cc2)cc1 (configuration not stated)
→ 21µM* | 23µM* | 0%
O=C(CSc1ccc(-c2ccccn2)nn1)c1ccccc1
→ ? | ? | 2%
CCOc1cccc(CN2CCC(CCC(=O)NC3CC3)CC2)c1O
→ -10% | -1% | nt
COc1cccc(CSc2ccc(S(=O)(=O)N3CCOCC3)cc2C(=O)NCC2CCCO2)c1OC (configuration not stated)
→ 6% | -15% | 5%
O=C(N/N=C1\C(=O)c2cccc3cccc1c23)c1ccc(O)cc1
→ ? | ? | 0%
CC(C)(C)OC(=O)NCc1ccc(NC(=O)c2nc[nH]c2C(=O)Nc2cc(Br)ccc2F)cc1
→ 10µM* | 13µM* | nt
COc1cc2c(cc1OC)C(SC)=NC(C)(C)C2
→ ? | ? | -1%
Cc1cnc2c(c1SCC(=O)NCc1ccc(F)cc1)c(=O)n(C)c(=O)n2C
→ -4% | -26% | 5%
COc1ccc(NC(=O)c2ccc(COCC(F)(F)C(F)F)cc2)cc1OC
→ -7% | -45% | 1%
CCS(=O)(=O)Nc1ccc(Cc2ccc(NS(=O)(=O)CC)cc2)cc1
→ ? | ? | 2%
C1CC2CN(c3nc4nonc4nc3N3CCSCC3)CCN2C1 (configuration not stated)
→ 1% | 4% | 6%
CC1CCCN(S(=O)(=O)c2ccc(NC(=O)C3CCN(C(=O)c4ccco4)CC3)cc2)C1 (configuration not stated)
→ 21µM* | 13µM* | 7%
C[C@H](CO)N1C[C@H](C)[C@@H](CN(C)S(=O)(=O)c2cccs2)Oc2c(NS(=O)(=O)c3ccccc3)cccc2C1=O
→ -17% | -10% | 1%
C[C@@H]1CCCCO[C@H](CN(C)Cc2ccc(Cl)c(Cl)c2)[C@@H](C)CN([C@H](C)CO)C(=O)c2cc(N(C)C)ccc2O1
→ 18µM* | 23µM* | nt
COc1ccccc1CCNC(=O)C1CCC(=O)N(Cc2cccc(F)c2)C1 (configuration not stated)
→ ? | ? | nt
COc1cc(Cl)c(C)cc1NC(=O)COC(=O)C(NS(=O)(=O)c1ccc(Cl)cc1)C(C)O (configuration not stated)
→ 0% | -21% | 8%
COc1ccc(CCNC(=O)CN(c2ccccc2)S(C)(=O)=O)cc1OC
→ -7% | 10% | 5%
COc1ccc(N2CCN(C(=O)c3cc(=O)c4cc(C)cc(C)c4o3)CC2)cc1
→ 13µM* | ? | nt
CCCn1c(SCC(=O)NC2CCCC2)nc2c1c(=O)n(C)c(=O)n2C
→ -8% | -14% | 6%[56.1 µM]
O=C(O)CCn1c(=O)c2ccccc2c2ccccc2c1=O
→ 0% | -2% | 5%
O/N=C(/c1ccc(Cl)cc1)C1CC1c1ccccc1 (configuration not stated)
→ -28% | ? | nt
CC(=O)C[C@H](O)CC(=O)[C@@H]1OC(=O)CCCCCc2ccccc21
→ 1% | 6% | 0%
CN(CC(=O)Nc1ccccc1Oc1ccccc1)Cc1ccccc1F
→ ? | ? | -9%
CN(C)c1nc(SCC#N)nc(N2CCOCC2)n1
→ 9% | -13% | 1%
O=C(Nc1cc(Cl)ccc1N1CCCC1)C1=NN(c2ccccc2)C(=O)CC1
→ ? | ? | 8%
O=C(N1CCOCC1)N1CCN(S(=O)(=O)N2CCCCC2)CC1
→ -4% | -25% | 8%
Cc1oc(-c2ccccc2F)nc1CSCC(=O)NCc1ccc2c(c1)OCO2
→ -23% | ? | -6%
CN1CCN(c2ccc(NC(=O)COc3ccccc3Cl)cc2)CC1
→ 16µM* | 16µM* | 7%
CC(C)c1ccc(C2OC(CCc3ccccc3)Cc3[nH]c(=S)[nH]c(=O)c32)cc1 (configuration not stated)
→ 2% | -18% | nt
C[C@@H]1CC[C@H]2[C@H](C)[C@H]3CC[C@H]4C5[C@@H](O)CC6=CC(=O)CC[C@]6(C)[C@H]5C[C@H]4C3C(=O)N2C1 (some centres not stated)
→ ? | ? | 4%
C/C=C/c1c(F)c(F)c(Oc2ccc(C(=O)O)cc2)c(F)c1F
→ -4% | 2% | 2%
COc1ccc(COC(=O)c2c(C)nn(-c3ccccc3)c2Cl)cc1
→ -16% | -6% | 56µM*
Cc1ccc(CCNC(=O)C2CCN(S(=O)(=O)c3ccc4c(ccn4C)c3)CC2)cc1
→ ? | ? | 7%
OC(CNCCc1ccc(Cl)cc1)COc1cc(Cl)ccc1Cl (configuration not stated)
→ 16µM* | ? | nt
O=C1C=CC(=O)N1c1ccccc1N1C(=O)C=CC1=O
→ 0.92µM* | 0.58µM* | nt
CCCCn1c(N)c(NCC)c(=O)[nH]c1=O
→ ? | 23µM* | 5%
CSC(=NCCCN1CCOCC1)NS(=O)(=O)c1cccs1
→ -2%&-3% | -25%&2% | 4%
COc1ccc2c(c1)c(=O)c(S(=O)(=O)c1ccccc1)cn2CC(=O)Nc1ccc2c(c1)OCO2
→ -2% | -20% | 1%
O=C1NC2=C(CCc3ccccc32)C(c2ccccc2)N1 (configuration not stated)
→ -1% | 0% | -3%

# 3 structures from above, arranged by number of heavy atoms, rising:
# Each structure is followed by: TDP1 cell CPT | TDP1 cell noCPT | TDP1 inh
O=C1NC2=C(CCc3ccccc32)C(c2ccccc2)N1 (configuration not stated)
→ -1% | 0% | -3%
Cc1ccc(CCNC(=O)C2CCN(S(=O)(=O)c3ccc4c(ccn4C)c3)CC2)cc1
→ ? | ? | 7%
COc1ccc2c(c1)c(=O)c(S(=O)(=O)c1ccccc1)cn2CC(=O)Nc1ccc2c(c1)OCO2
→ -2% | -20% | 1%

# Continuation:
# Each structure is followed by: TDP1 cell CPT | TDP1 cell noCPT | TDP1 inh
CC(C)N(C(=O)Cn1cc(S(=O)(=O)CC(=O)N2CCOCC2)c2ccccc21)C(C)C
→ -13% | 15% | 1%
Cc1cccc2cc(CN(CCCN3CCOCC3)Cc3nnnn3C(C)(C)C)c(=O)[nH]c12
→ -23% | -2% | 5%
CN(C)CCNC(=O)Cn1nc(-c2ccc(Cl)cc2)ccc1=O
→ -9% | -5% | 4%
Brc1cc2c(cc1C1Nc3ccccc3C3C=CCC31)OCO2 (configuration not stated)
→ -2% | -22% | -3%
O=C1C=C(NCc2ccc(Cl)cc2Cl)C2(CCCCC2)O1
→ -19% | -17% | -2%
Cn1c(SCC(=O)N2CCc3ccccc3C2)nnc1-c1ccncc1
→ 4% | -23% | 3%
Cc1cc(C)c(NC(=O)CS(=O)CC(=O)NCCCc2ccccc2)c(C)c1 (configuration not stated)
→ -15% | -23% | -1%
O=C(NNC1=NCCC1)c1cccc(S(=O)(=O)N2CCCC2)c1
→ -5% | -5% | 3%
CCCCCc1nnc(NC(=O)CN2C(=O)C3CCCCC3C2=O)s1 (configuration not stated)
→ 12% | 12% | 1%
COc1cc(/C=C2\SC(=Nc3ccc(Cl)c(C(=O)O)c3)NC2=O)c(Br)c(Br)c1O
→ -1% | 3% | 8.9µM*
O=S(=O)(N/N=C\c1ccc2c(c1)OCO2)c1ccc(F)cc1
→ -13% | -9% | 0%[56.1 µM]
O=C(N1CCC(O)(c2cccnc2)CC1)C12CC3CC(CC(C3)C1)C2
→ -10% | -16% | 4%
C#CCn1c(=NC(=O)c2ccccc2[N+](=O)[O-])sc2cc(S(C)(=O)=O)ccc21
→ -24% | -18% | -3%
Cc1ccc(C)c(NC(=O)Nc2csc3c2CCCC3)c1
→ ? | ? | -1%
CCOC(=O)C(C(=O)N(C)Cc1ccccc1)C1CCCCC1 (configuration not stated)
→ ? | ? | 1%
COc1ccc(NC(=O)CSc2nnc(NC(=O)Nc3ccccc3)s2)cc1OC
→ 7% | 10% | -3%
COc1ccc(/C=C\c2nccc3c2[nH]c2ccccc23)cc1
→ ? | ? | 1%
CC(C)NC(=O)C(=O)NC1CCCCCC1
→ 2% | -4% | 6%
Cc1cccc(NC(=O)C2CCCN(C(=O)NCc3ccccc3)C2)c1C (configuration not stated)
→ ? | -10% | nt
CCCn1c(=O)c2[nH]cnc2n(-c2ccccc2C)c1=O
→ 1% | 1% | 0%
Fc1ccc2nc3n(c2c1F)CCCCCC3
→ -2% | -7% | 5%
NC(=O)C1(N2CCCCC2)CCN(Cc2ccccc2Cl)CC1
→ ? | -10% | 1%
Cc1ccc(NC(NC(=O)c2ccccn2)C(Cl)(Cl)Cl)cc1 (configuration not stated)
→ -18% | ? | 6%
CCc1cccc(NC(=O)C2CCCN(c3ncnc4onc(-c5ccc(F)cc5)c34)C2)c1 (configuration not stated)
→ 13µM* | 10µM* | 0%
CCc1cccc(NC(=O)CN2C=NS(=O)(=O)c3ccccc32)c1
→ -3% | -18% | -3%
COc1ccccc1OCC(=O)Nc1nnc2n1CCS2
→ -2% | -1% | 4%
CC(C)NC(=O)C1(C)CN(S(C)(=O)=O)CC(=O)N1CCOc1ccccc1 (configuration not stated)
→ 15% | 9% | nt
CCOP1(=O)C=C(C(C)(C)C)OC1c1ccc(F)cc1 (configuration not stated)
→ -25% | -6% | 2%
Cc1cc(C(F)F)n2nc(C(=O)Nc3ccc(F)cc3F)nc2n1
→ 8% | 8% | 9%
OCCNc1nc(C2CC2)nc2c1nnn2Cc1ccccc1Cl
→ 2% | -14% | 6%

# As entered above:
# TDP1 inh with Fc1ccc2nc3n(c2c1F)CCCCCC3 : 5%
# TDP1 cell CPT with Cc1ccc(NC(NC(=O)c2ccccn2)C(Cl)(Cl)Cl)cc1 (configuration not stated) : -18%
# TDP1 cell CPT with Cc1cc(C(F)F)n2nc(C(=O)Nc3ccc(F)cc3F)nc2n1 : 8%
# TDP1 inh with COc1ccccc1OCC(=O)Nc1nnc2n1CCS2 : 4%
# TDP1 inh with NC(=O)C1(N2CCCCC2)CCN(Cc2ccccc2Cl)CC1 : 1%

# Remaining list, next part
Structure	TDP1 cell CPT	TDP1 cell noCPT	TDP1 inh
Cn1c(-c2c(N)n(-c3ccccc3)c3nc4ccccc4nc23)nc2ccccc21	12µM*	?	0%
O=C(NC(=S)NNC(=O)c1ccccc1O)c1ccccc1	?	29µM*	nt
O=C(OCC(=O)N1CCN(c2ccccc2)CC1)c1ccc(O)cc1O	-15%	-10%	1%
COc1cc(OC)c(C(=O)NC2CCCCCC2)cc1OC	-24%	?	7%
CC(C)Nc1ncnc2c1nnn2Cc1ccccc1	?	-22%	-8%
COc1ccc(S(=O)(=O)N2CCC(C(=O)NCCc3ccc4c(c3)OCO4)CC2)cc1	-25%	-10%	4%
COc1ccc(C(=O)C2CCCN(Cc3cccc4c3OCO4)C2)cc1OC (configuration not stated)	?	9.2µM*	nt
Cc1c(NC(=O)CSc2ncnc3ccccc23)c(=O)n(-c2ccccc2)n1C	4%	-2%	4%
Cc1ccc(S(=O)(=O)N2CCCCC2)cc1C(=O)N1C(C)CCCC1C (configuration not stated)	?	13µM*	3%
Cc1csc2nc(O)c(C(=O)NCCCN3CCCC3=O)c(=O)n12	9%	-4%	-1%
Cn1c(=O)n(C)c2cc(N3CCOCC3)c(NC(=O)c3ccc(F)cc3)cc21	-28%	-1%	2%
CCOC(=O)CNC(=O)Cn1cnc2c(nnn2-c2ccc(C)cc2)c1=O	?	-6%	3%
N#Cc1cccc(-n2nnnc2-c2ccccn2)c1	-1%	-20%	3%
N=C1C(c2ccccc2)=C(O)CN1c1cccc(S(=O)(=O)N2CCOCC2)c1	?	-23%	nt
COc1ccc([N+](=O)[O-])cc1N(CC(O)CN1CCCCC1)S(=O)(=O)c1ccccc1 (configuration not stated)	6%	1%	-3%
Cc1nnc2ccc(-c3ccc(NS(=O)(=O)c4ccccc4[N+](=O)[O-])cc3)nn12	-17%	?	-2%
COc1cccc(C(=O)Nc2ccc(NC(=O)C3C4C=CC(C4)C3C(=O)O)cc2)c1 (configuration not stated)	-22%	?	0%
CCc1c(C)sc(NC(=O)c2ccccc2[N+](=O)[O-])c1C(N)=O	-14%	-9%	3%
COc1ccc(NCC(=O)NN=C2CCS(=O)(=O)c3ccc(F)cc32)cc1	?	-20%	0%
Cc1ccc(C)c(C(=O)CCC(=O)Nc2cccnc2)c1	6%	-18%	3%
Brc1ccccc1-c1csnn1	8%	-6%	3%
COc1ccc(C(=O)c2[nH]c(N)c(C(=O)NCCc3c[nH]c4ccccc34)c2-c2ccc(OC)c(OC)c2)cc1	16µM*	8.2µM*	nt
O=C(C1=C(O)C(=O)N(CCN2CCOCC2)C1c1cccc(F)c1)c1cc2ccccc2o1 (configuration not stated)	3%	-13%	4%
O=C(Nc1ccc2nc(SCC(=O)N3CCCc4ccccc43)sc2c1)c1ccc(Cl)cc1	5.2µM*	5.8µM*	1%
CC(=O)N1CCCc2cc(S(=O)(=O)NCCC3=CCCCC3)ccc21	10µM*	11µM*	3%
CC(C)n1cnc2c(Nc3cccc(Cl)c3)nc(N(CCO)CCCO)nc21	10µM*	15µM*	-6%
O=C(COC(=O)COc1ccc(Br)cc1)NC1CCCCCC1	6%	5%	-4%[56.1 µM]
